Screens: PubChem BioAssay, several laboratories
GPR55 beta-arrestin: GPR55 agonists via beta-arrestin recruitment, primary screen, imaging, U2OS cells, beta-arrestin-GFP redistribution (AID 1961) | G-protein coupled receptor 55 (Homo sapiens) | U2OS GPR55 beta-arrestin-GFP redistribution imaging; higher % means a stronger effect | activation, % at 10 µM, or EC50 in µM where a hit was titrated | 0.048% of 290,000 active;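 active means activation above 40% with more than 50 cells counted in the well; inconclusive means wells holding fewer than 50 cells, flagged as toxic or sparse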;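 further: U2OS osteosarcoma cells stably expressing GPR55 and beta-arrestin-GFP; plate controls were DMSO negative control for no effect and LPI positive control for full effect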
Rac1 GTP hydrolysis: MgcRacGAP GTPase-activating activity inhibitors, confirmation, biochemical, ADP Hunter fluorescence. Rac GTPase-activating protein 1 (Homo sapiens). MgcRacGAP-stimulated Rac1 GTP hydrolysis, ADP Hunter fluorescence; higher % means a stronger effect; GST-tagged Rac1 F28L mutant substrate. inhibition, % at 30 µM; hits with a dose series show IC50 in µM. 0.6% of 340,000 active;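 active means first-screen hits whose inhibition reached a set limit at any dose in the follow-up dose series; inconclusive means inhibition above the set first-screen limit but never retested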;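 further: fluorescence reports GDP produced by GAP-driven GTP hydrolysis; strong numbers were not always called active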
AID2073: inhibitors of Mint1-CaV2.2 protein interaction, biochemical, HTRF (AID 2073) | 0.19% of 290,000 active | Voltage-dependent N-type calcium channel subunit alpha-1B (Homo sapiens) | inhibition, % at 20 µM, or IC50 in µM where a hit was titrated | HTRF protein-protein interaction, Mint1-CaV2.2; higher % means a stronger effect; in the data active means inhibition mostly above about 51%, no sharp cut-off; inconclusive means no clear call, values can overlap the other calls; inactive means mostly below about 53%; further: some results filed as inactive read as strong as hits
NS5 inhibitors: Dengue-2 NS5 methyltransferase inhibitors, primary screen, biochemical, confirmation dose response (AID 588689); Genome polyprotein (Dengue virus type 2 (strain 16681-PDK53)); Dengue-2 NS5 methyltransferase capping enzyme assay, biochemical; higher % means a stronger effect; inhibition, % at 25 µM; hits with a dose series show IC50 in µM; 0.3% of 340,000 active; in the data active means a potency from the dose series; inconclusive means inhibition above about 29% without an active follow-up result
Yfh1-depleted yeast: enhancers of respiration in Yfh1-depleted yeast, dose response, Friedreich's ataxia, plus single-dose screen (AID 1465); fold induction at 50 µM; hits with a dose series show EC50 in µM; 0.074% of 220,000 active; S. cerevisiae Yfh1-off respiration, WST-1 reduction, 72 h; higher fold induction means a stronger effect;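 active means fold induction of absorbance versus untreated yeast above a set limit, then at least 30% activation at any dose in follow-up; inconclusive means repeats straddling the limit, or above it without dose testing; inactive means fold induction below the set limit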;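 further: activators that raise dye reduction in frataxin-depleted yeast; strong numbers were not always called active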
Large T inhibition: SV40 large T antigen inhibitors, biochemical (AID 1903). SV40 large T antigen ATPase/helicase inhibition assay; higher % means a stronger effect. one-dose inhibition, % at 20 µM; IC50 in µM for titrated hits. 0.39% of 310,000 active; in the data active means a potency from the dose series; inconclusive means inhibition mostly from about 32% at the one dose, without a potency; inactive means the rest, 99 in 100 with inhibition below about 32%; further: strong numbers were not always called active
GPR35 antagonists: GPR35 antagonists blocking zaprinast-driven arrestin recruitment, primary screen, imaging, U2OS, beta-arrestin-GFP, zaprinast agonist (AID 2058); G-protein coupled receptor 35 (Homo sapiens); U2OS GPR35 beta-arrestin-GFP translocation imaging, zaprinast antagonism; higher % means a stronger effect; inhibition, % at 10 µM, or IC50 in µM where a hit was titrated; 0.052% of 290,000 active;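 active means inhibition of at least 50% with at least 30 cells and total cytoplasm GFP at most 10,000,000; inconclusive means under 30 cells or total GFP of 10,000,000 plus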
GPR55 LPI antagonism: GPR55 antagonists blocking LPI-driven arrestin recruitment, primary screen, imaging, U2OS, beta-arrestin-GFP, LPI agonist (AID 2013). U2OS GPR55 beta-arrestin-GFP translocation imaging, LPI antagonism; higher % means a stronger effect. one-dose inhibition, % at 10 µM; IC50 in µM for titrated hits. 0.13% of 290,000 active;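 active means spots per cell inhibited over 60%, with over 100 cells counted and total cytoplasm intensity under 500,000; inconclusive means wells with under 100 cells, flagged as likely toxic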;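 further: U2OS cells stably carrying GPR55 and arrestin-GFP stimulated by 5 µM LPI near EC80; imaged beta-arrestin-GFP aggregate spots per cell after agonist stimulation; plate controls were LPI-stimulated DMSO wells for no effect and DMSO wells without LPI for full effect; some results filed as inactive read as strong as hits; confirmed hits need IC50 under 10 µM and bright autofluorescent wells are also inconclusive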
NTR1 ag: agonists of NTR1, primary screen, imaging, U2OS cells, beta-arrestin-GFP, high content (AID 493036); 0.17% of 330,000 active; activation, % at 20 µM; NTR1-U2OS beta-arrestin-GFP spot imaging, agonist mode;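 active means activation at or above 40% of the spot to cytoplasm intensity ratio, with at least 20 cells analyzed; inconclusive means wells under 20 cells, flagged as cytotoxic or low count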;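 further: 0% = DMSO without peptide and 100% = 100 nM NTR1 peptide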
Target sequence (P30989 whole entry, looked up): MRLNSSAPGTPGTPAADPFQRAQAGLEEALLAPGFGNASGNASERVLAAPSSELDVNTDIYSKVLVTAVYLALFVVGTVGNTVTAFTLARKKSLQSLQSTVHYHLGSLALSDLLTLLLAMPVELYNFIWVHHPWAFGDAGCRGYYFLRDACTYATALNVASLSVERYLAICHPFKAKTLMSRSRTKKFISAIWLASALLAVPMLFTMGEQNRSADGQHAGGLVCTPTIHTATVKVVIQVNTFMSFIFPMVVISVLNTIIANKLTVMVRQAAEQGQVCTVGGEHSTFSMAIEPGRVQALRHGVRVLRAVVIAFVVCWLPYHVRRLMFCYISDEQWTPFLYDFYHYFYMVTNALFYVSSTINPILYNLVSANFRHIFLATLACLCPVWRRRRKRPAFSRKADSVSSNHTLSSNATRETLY
NTR1 ag cell count 20 µM: recorded beside NTR1 ag, whose call it bears; cell count; measured here: cell count, cytotoxicity flag
NS5 inhibitors pilot replicate: second read-out of NS5 inhibitors, no call of its own (marks repeat the call); inhibition, %; measured here: pilot screen replicate inhibition
The depositor's hits bear a star; i = inactive; ? = inconclusive; nt = not tested or not shown.

SMILES	GPR55 beta-arrestin	Rac1 GTP hydrolysis	AID2073	NS5 inhibitors	Yfh1-depleted yeast	Large T inhibition	GPR35 antagonists	GPR55 LPI antagonism	NTR1 ag	NTR1 ag cell count 20 µM	others
COc1cccc(/C=C/C(=O)Nc2ccc3[nH]c(=O)[nH]c3c2)c1	-0.1%	16%	5%	-1%	i	6%	12%	10%	-0.7	50
COC(=O)c1ccc(CSc2nnc(NC(=O)C3CC(=O)N(c4ccc5c(c4)OCCO5)C3)s2)cc1 (stereo not drawn)	-0.1%	8%	19%	-2%	i	2%	8%	8%	3.8	55
CCOC(=O)/C=C/C(=O)Nc1ccc(S(=O)(=O)N2CCCCCC2)cc1	-0.1%	8%	24%	-6%	i	18%	4%	1%	5.5	57
COCCNC(=O)C(c1ccc(C)o1)N(Cc1cccs1)C(=O)c1snc(C(N)=O)c1N (stereo not drawn)	-0.2%	-1%	-6%	5%	i	10%	2%	12%	0.0	52
c1ccc2c(NCC3CCCO3)nc(N3CCOCC3)nc2c1 (stereo not drawn)	-0.2%	2%	16%	-9%	i	17%	26%	-15%	2.8	60
CCCCCC(=O)Nc1ccc(Cc2ccncc2)cc1	0.5%	10%	-10%	1%	i	-15%	-9%	-4%	0.4	37
Cc1ccc(-n2cccn2)c(CN2CCCC(C(=O)c3ccc4c(c3)OCO4)C2)c1 (stereo not drawn)	-0.2%	7%	10%	nt	i	8%	-7%	8%	1.4	103
COCCOC(=O)c1nccnc1C(=O)Nc1ccc(S(=O)(=O)N2CCOCC2)cc1	-0.2%	nt	-7%	nt	i	18%	1%	0%	0.0	63
Cc1ccccc1OCC(=O)Nc1ccccc1C(=O)N1CCCCC1	0.2%	7%	16%	-8%	nt	17%	-7%	5%	0.7	56
COc1cccc(NC(=O)C(C)NS(=O)(=O)c2ccc(Br)cc2)c1 (stereo not drawn)	-0.1%	9%	-2%	-6%	nt	5%	5%	10%	-0.8	65
Cc1ccc(NS(=O)(=O)c2ccc(C(=O)N3CC(C)OC(C)C3)cc2)cc1 (stereo not drawn)	0.0%	8%	5%	3%	nt	-1%	12%	-7%	2.9	64
Cc1c(Cl)cccc1N(Cc1ccc(C(=O)O)cc1)S(=O)(=O)c1ccccc1	-0.2%	7%	6%	3%	i	0%	7%	2%	1.1	41
C=CCN1C(=O)C(CC(=O)Nc2ccccc2)N(Cc2ccccn2)C1=S (stereo not drawn)	1.1%	-4%	0%	-5%	i	-4%	2%	9%	-0.9	61
O=C(c1cc(-c2ccc(Cl)c(Cl)c2)on1)N1CCCCCC1	-0.2%	3%	-2%	-12%	nt	15%	-3%	4%	-0.2	46
CCCn1nc(C(=O)N2CCCc3ccccc32)c2ccccc2c1=O	-0.7%	7%	3%	-2%	i	4%	-11%	-1%	0.2	54
Cc1ccc(NC(=S)N/N=C/c2ccc(OCCC(C)C)cc2)c(C)c1	0.0%	4%	11%	-9%	nt	19%	-2%	13%	7.3	56
CC(=O)c1ccc(NC(=O)CSc2nnc(-c3ccncc3)o2)cc1	nt	5%	nt	6%	nt	2%	nt	nt	-0.6	70
Cc1ccnc(NC(=O)CCC(=O)N(CC(=O)NC(C)(C)C)Cc2ccc3c(c2)OCO3)c1	0.7%	7%	-2%	4%	nt	1%	0%	10%	1.2	53
O=C(O)CCCCCNc1ccc2nsnc2c1[N+](=O)[O-]	0.3%	8%	44%	-6%	i	5%	3%	4%	0.3	62
CC1CN(Cc2ccc(Cl)cc2Cl)CC(C)O1 (stereo not drawn)	-0.2%	31%	-6%	6%	i	1%	-11%	-2%	0.4	38
O=C(Nc1nc2ccccc2s1)C1CCCN1S(=O)(=O)c1ccc(Cl)cc1 (stereo not drawn)	-0.2%	1%	1%	-10%	i	3%	1%	-8%	12	83	NS5 inhibitors pilot replicate=1.7
COc1cc(NC(=O)CN(c2ccc(C)cc2)S(=O)(=O)c2c(C)n[nH]c2C)cc(OC)c1	-0.2%	2%	-10%	-10%	i	6%	-15%	-5%	-3.4	78
CN(C)S(=O)(=O)c1ccc(C(=O)Nc2ccc(CN3CCCC3)cc2)cc1	0.3%	-2%	3%	2%	i	7%	1%	6%	0.6	54
Cc1nn(C)cc1/C=N\NC(=O)Cc1ccc([N+](=O)[O-])cc1	0.2%	3%	-2%	-6%	i	-4%	9%	0%	-0.3	62
Cc1ccc(CCNC(=O)c2ccc(CS(=O)(=O)Cc3ccc(F)cc3)o2)cc1	-0.1%	1%	1%	-7%	nt	2%	6%	8%	-0.1	69
O=C(Nc1ccccc1F)Nc1ccccc1F	-0.1%	4%	4%	-14%	i	0%	1%	-18%	-0.3	88
COc1cc(/C=N/NC(=O)c2cccc([N+](=O)[O-])c2)ccc1O	0.8%	29µM*	-5%	-16%	i	5.7µM*	-12%	3%	2.6	45
Cc1snc(SCc2cccc(Cl)c2)c1C#N	0.0%	16%	7%	-5%	nt	21%	-9%	8%	6.0	84
COC(=O)[C@H]1Cc2cnoc2C[C@]1(C)C(=O)O	-0.5%	9%	-1%	-1%	i	1%	10%	-5%	-1.1	54
CNc1nc(OCCNC(=O)Nc2ccccc2)nc(N2CCOCC2)n1	-0.1%	2%	4%	-10%	i	18%	20%	-12%	-2.5	94
Cc1ncc(CO)c(/C=N/NC(=O)c2cc(O)c(O)c(O)c2)c1O	0.4%	nt	37%	nt	i	3.7µM*	2%	8%	nt	nt
COC(=O)c1ccccc1CSc1nsc(/C=C/N(C)C)c1C#N	0.0%	15%	-5%	-38%	nt	2%	-4%	12%	1.9	45
S=c1[nH]nc(-c2ccco2)n1/N=C/C=C/c1ccccc1	-0.1%	30%	-34%	-3%	nt	24%	-2%	7%	-0.3	99	NS5 inhibitors pilot replicate=-5.8
CCOC(=O)/C(=C/C=C1\Sc2cc(C)c(C)cc2N1CC)C(C)=O	-0.1%	0%	4%	-66%	i	nt	39%	17%	nt	nt
COCCN(C(C)=O)c1nnc(-c2ccccn2)s1	0.0%	7%	-4%	-3%	i	13%	-10%	18%	-1.3	79
CN(C)c1ccc(/C=N/NC(=O)c2ccc(CN3CCOCC3)cc2)cc1Br	1.9%	nt	18%	nt	i	13%	-14%	17%	1.8	51
COC(=O)CSc1ncnc2c1sc1nc3c(cc12)COC(C)(C)C3	0.4%	8%	3%	-5%	i	9%	4%	1%	0.4	41
COc1ccc(C2C(C(=O)NCCN(C)C)c3ccccc3C(=O)N2C)cc1OC (stereo not drawn)	0.7%	6%	0%	-9%	i	0%	-15%	-3%	-1.3	78
NC1=NC2=C(CCCC2)C2(CCCCC2)S1	-0.1%	7%	-14%	-2%	i	1%	-6%	11%	-0.2	85
CCN(CC(=O)Nc1ccc(NC(C)=O)cc1)C(=O)COc1ccccc1Cc1ccccc1	-0.1%	-2%	5%	-9%	nt	11%	6%	2%	-0.6	61
COc1ccc(-c2cc(=O)[nH]c(=S)[nH]2)cc1	-0.1%	6%	-6%	-6%	i	10%	19%	2%	-2.2	29
O=C(Nc1ccc2c(c1)OCO2)C1CCN(C(=O)c2ccc(Cl)cc2)CC1	-0.3%	6%	-10%	-8%	i	6%	7%	1%	-1.2	23
COc1ccc(CNC(=O)CCC(=O)N2CCN(C(C)=O)CC2)cc1	nt	5%	12%	-8%	nt	8%	-10%	-1%	-1.6	43
CCOC(=O)C1=C(COC(=O)/C=C/c2cccc([N+](=O)[O-])c2)NC(=O)NC1C (stereo not drawn)	nt	-6%	nt	2%	nt	4%	nt	nt	0.0	63
CCN1CCC(=NNC(=O)c2ccc(C)c([N+](=O)[O-])c2)CC1	-0.1%	1%	8%	1%	i	2%	-5%	-6%	2.4	80
Cc1nc2ccccc2n1CCc1nc2c3ccccc3nc(SCC#N)n2n1	-0.1%	nt	-4%	nt	nt	6%	5%	19%	0.7	97
CCCN(C(=O)CSc1nnnn1C)c1c(N)n(Cc2ccccc2)c(=O)[nH]c1=O	-0.2%	0%	?	-10%	i	-2%	6%	0%	0.9	33
Cc1ccc(CNc2ccc3nnc(-c4ccccc4)n3n2)cc1	0.7%	8%	22%	-6%	nt	12%	11%	16%	6.0	79
O=C(NCc1ccco1)/C(=C\c1cccs1)NC(=O)c1cccs1	0.0%	2%	-1%	-4%	i	11%	-6%	9%	1.0	41
Cc1ccc(/C=N/NC(=O)c2ccc(-c3ccccc3)cc2)o1	0.3%	8%	11%	-3%	nt	9%	-5%	-5%	-1.0	45
Cc1ccc(-n2c(=O)c3ccccc3n(CC(=O)C(C)(C)C)c2=O)cc1	-0.2%	11%	-2%	6%	i	4%	10%	12%	0.3	71
Cc1ccccc1C(=O)NC(=S)Nc1ccccc1[N+](=O)[O-]	-0.1%	6%	0%	5%	i	5%	-15%	8%	3.0	46
N/C(=N\OC(=O)c1ccccc1Cl)c1ccc(Cl)cc1	-0.4%	0%	-3%	-5%	i	1%	-3%	5%	2.8	56
CC(=O)/C(=N\Nc1cccc(Cl)c1)Sc1nnc(-c2ccccc2)n1-c1ccccc1	-0.1%	6%	-1%	-4%	i	4%	-8%	3%	8.2	46
O=C(COC(=O)c1ccc(Cl)nc1)NCc1cccs1	0.2%	11%	4%	-11%	i	0%	14%	-2%	0.6	42
Cc1cc(Oc2nc3ccccn3c(=O)c2/C=C(\C#N)C(=O)NC2CCS(=O)(=O)C2)ccc1Cl (stereo not drawn)	0.1%	6%	14%	-22%	nt	5%	-13%	2%	1.2	42
CCOC(=O)c1sc(/N=C/c2c(O)ccc3ccccc23)cc1C	0.9%	139µM*	5%	-4%	i	36%	0%	22%	-0.1	42
COc1cccc(-c2noc(C3CCCN(C(=O)c4ccccc4OC)C3)n2)c1 (stereo not drawn)	0.3%	9%	-2%	-2%	nt	13%	-7%	24%	0.6	54	NS5 inhibitors pilot replicate=2.4
